Bioassay records: PubChem BioAssay, NCI
NCI-60 one-dose screen, 48 h, at 10 µM unless noted. Numbers give growth in % (100 = growth as untreated, 0 = no growth, -100 = all killed).
UACC-257 = UACC-257 melanoma | hit rate 4.4% among 78,000 | AID 1794764
MALME-3M = MALME-3M melanoma; hit rate 5.8% among 78,000; AID 1794766
LOX IMVI = LOX IMVI melanoma | hit rate 7.4% among 79,000 | AID 1794757
SK-MEL-28 = SK-MEL-28 melanoma | hit rate 4.1% among 81,000 | AID 1794761
UACC-62 = UACC-62 melanoma | hit rate 5.4% among 81,000
SK-MEL-2 = SK-MEL-2 melanoma | hit rate 4.7% among 77,000 | AID 1794763
MDA-MB-435 = MDA-MB-435 melanoma; hit rate 7.8% among 82,000; AID 1794794
SK-MEL-5 = SK-MEL-5 melanoma; hit rate 6.4% among 80,000
* marks the source's active call; other numbers are inactive results; . = not tested or not shown; & = joins results of further samples; [ ] = dose if it differs, or a comment. The calls were made as follows: active = growth percent below 10; inactive = the rest.

SMILES	UACC-257	MALME-3M	LOX IMVI	SK-MEL-28	UACC-62	SK-MEL-2	MDA-MB-435	SK-MEL-5
Cc1ccc(/C=C2\SC(=S)N(CC(=O)NCCCN3CCOCC3)C2=O)cc1	101	95	92	100	100	107	99	97
C=CCNC(=S)NNc1cc(=O)[nH]c2ccc(Br)cc12	106	100	97	110	101	108	105	102
COc1ccc(C2=NN(C(C)=O)C(c3ccc(Cl)cc3)C2)cc1S(=O)(=O)Nc1cccnc1 (configuration not stated)	101	102	102	106	95	105	101	97
Cc1cnc(N)nc1-c1ccccc1	103&109	109&112	104&92	106&108	108&102	112&115	111&95	109&107
COc1ccc(CN2c3ccccc3Sc3ccccc32)c(C(F)(F)F)c1	54	93	55	.	.	3.5*	-34*	.
O=C1C(=O)c2ccccc2C(O)=C1C1=C(O)c2ccccc2C(=O)C1=O	109	101	92	129	100	103	113	100
Cc1[nH]c(C(=O)N2CCOc3ccc(S(=O)(=O)N4CCOCC4)cc32)c2c1C(=O)CCCC2	85	82	102	101	72	98	84	93
O=C(CSc1nc2ccccc2c(=O)n1CCc1ccccn1)c1ccc(F)cc1	101	123	91	52	83	103	92	74
CCOC(=O)c1c(-c2ccccc2)c(Cc2ccccc2)n(CCCCCCO)c1C	107	86	82	75	66	94	88	84
C/C(=N/O)c1ccc(NC(=O)CSc2nnc(-c3ccccc3)o2)cc1	80	75	63	72	50	.	14	70
C[C@H]1CNC[C@H]1NC(=O)c1cc2cc(Cl)c(F)c(F)c2[nH]1	81	97	71	103	96	92	98	.
Cc1cc2c(C(C)C)c(O)c(O)c(C=O)c2c(O)c1-c1c(C)cc2c(C(C)C)c(O)c(O)c(C=Nc3ccc(Cc4ccc(N)cc4)cc3)c2c1O	98	103	97	110	94	92	110	94
CCOc1ccc(S(=O)(=O)c2ccc(C)cc2)c2c1no[n+]2[O-]	96	81	87	104	78	83	91	73
COc1ccc(-c2cc(-c3ccccc3)c(C#N)c(=O)[nH]2)c(OC)c1	116	102	95	111	92	104	102	95
C#Cc1c(C)cc(C)c(Br)c1C	96	110	96	109	109	109	101	104
CC(C)c1c(Cl)cc(C(C)(C)C)c(O)c1Cl	108	108	112	109	104	170	104	93
Cc1ccc(-c2c(Br)c(OC(=O)CO[C@@H]3C[C@H](C)CC[C@H]3C(C)C)c(-c3ccc(C)cc3C)c(Br)c2OC(=O)CO[C@H]2C[C@@H](C)CC[C@@H]2C(C)C)c(C)c1	99	106	94	108	102	90	104	55
O=C(/C=C/c1ccc(-c2ccccc2)cc1)c1nc2ccccc2n1Cc1ccc(Br)cc1	67	44	.	58	50	66	62	72
O=C1/C(=C/c2ccc(O)c(O)c2)SC(=S)N1Cc1ccco1	76	104	64	86	77	94	79	78
CC1=CC(=O)C=C(C(C)C)/C1=C(\c1ccccc1C(=O)O)c1c(C)cc(OP(=O)(O)O)cc1C(C)C	88	95	76	99	75	99	69	84
CCN(CC)CCNc1ccc(CO)c2oc3ccccc3c(=O)c12	96	112	88	103	93	124	96	91
C=C(C)C#CC1(O)C=C(OC)C(OC)=CC1=O (configuration not stated)	90[100 µM]	106[100 µM]	94[100 µM]	103[100 µM]	88[100 µM]	110[100 µM]	103[100 µM]	99[100 µM]
OC1(c2ccccc2)c2ccccc2CCC1Br (configuration not stated)	104	96	100	111	114	110	100	101
C[C@@H]1C[C@H]2C(=O)O[C@@H](C)[C@H](NC(=O)[C@H](Cc3cc(F)cc(F)c3)NC(=O)Nc3ccc(C4CC4)cc3F)C(=O)N3CCC[C@H]3C(=O)N3CCCC[C@H]3C(=O)N[C@@H](C)C(=O)N2C1	6.5*	18	19	18	3.9*	17	3.4*	-48*
Cc1nc(N)c(N=O)c(=O)[nH]1	101	91	101	110	101	104	111	100
Cc1c(/C=N/NC(N)=S)c(=O)n(-c2ccccc2)n1C	85	89	100	101	102	.	104	104
CCN1CCN(C(=O)[C@@]2(C)CC[C@]3(C)CC[C@]4(C)C(=CC(=O)[C@@H]5[C@@]6(C)C/C(=C/c7cccnc7)C(=O)C(C)(C)[C@@H]6CC[C@]54C)[C@@H]3C2)CC1	76	97	.	98	69	91	81	84
O=C(O)CC/C(=N\Nc1ccc([N+](=O)[O-])cc1[N+](=O)[O-])C(=O)O	105	99	97	118	101	101	110	99
Cc1ccc(C2=Nn3c(nn4c(SCC(=O)c5ccc(Cl)cc5)nnc34)SC2)cc1	107	100	102	105	89	114	96	81
Cn1cnc2c(SCc3ccccc3)ncnc21	92	92	108	106	92	105	106	92
Cc1nnc2nc(-c3ccc(Cl)cc3)cc(-c3ccco3)n12	.	107	95	101	82	98	109	95
N#Cc1cc(-c2cc3ccccc3o2)oc1N	.	-5.2*	4.0*	41	29	10	5.6*	-87*
CCOC(=O)C1=C(C)N=C2Sc3cc(OC(F)(F)F)ccc3N2[C@H]1c1ccccn1	.	59	33	42	28	44	51	38
CCCCCC1=CC(=O)C=C(OC)C12C(=O)Oc1cc(O)c(C(=O)O)c(CCCCC)c12 (configuration not stated)	84	102	97	109	96	87	108	102
CN1CC(c2ccc(Cl)cc2)C(C(=O)c2ccc(Br)cc2)C12C(=O)Nc1ccccc12 (configuration not stated)	98	88	89	101	65	93	89	97
CCCCCCCCCCCC(=O)NN	92	102	78	120	100	105	104	97
Cc1[nH]n(C(=O)c2ccncc2)c(=O)c1N=Nc1ccc(O)c(C(=O)O)c1	-14*	94	76	109	96	159	126	106
O=C(COc1ccc(NC(=O)Nc2ccc(Cl)c(Cl)c2)cc1)N=Nc1c(O)[nH]c2ccc([N+](=O)[O-])cc12	68	78	.	58	86	49	59	91
CCOC(=O)c1cc(OCC)c2c(ccc3cc(OC)ccc32)n1	112	100	90	93	75	107	.	86
COc1ccc(/C=C/C(=O)c2cccc(OCCCOc3cccc(C(=O)/C=C/c4ccc(OC)cc4)c3)c2)cc1	91	97	58	89	58	105	84	82
Cc1c(Cl)cccc1NC(=S)NC(=O)c1ccccc1	89	89	99	102	93	96	101	90
COc1ccc(NC(=O)CSc2nc(C)c(C(C)=O)n2-c2ccc(OC)cc2)cc1	112	91	92	95	76	97	99	95
Cn1ncc2c(=O)[nH]c(N)nc21	99	118	113	110	100	108	109	107
COc1cc(C(=O)OCCC(C)C)cc(OC)c1O	96	106	88	110	86	109	101	99
Cc1cc(C)c2c(c1)OCN(Cc1ccccc1Cl)C2	101	103	102	99	95	119	99	99
COc1ccc(/C=C(\C#N)n2nnc3cc(C(=O)Nc4ccccc4SC)ccc32)cc1	89	95	.	99	80	110	99	97
C/C(=N\NC(=S)Nc1ccc(Cl)cc1)c1cc2ccccc2oc1=O	93	93	93	92	74	.	59	98
COc1ccc(C(c2cc(OC)c(OC)c(OC)c2)N2CCN(Cc3ccccc3)CC2)cc1 (configuration not stated)	84	75	67	78	49	27	-32*	53
Cc1c(C(C)(C(=O)O)c2c(C)n(C)c3ccccc23)c2ccccc2n1C	104	81	95	115	91	84	91	94
CCOC(=O)c1cc(Cl)nc2ccc(OC)cc12	105	119	99	109	90	96	99	93
O=C(O)c1ccc(C(S(=O)(=O)c2ccccc2)S(=O)(=O)c2ccccc2)cc1	101	96	100	108	101	101	109	100
CNS(=O)(=O)Oc1ccc(-c2ccc3occc3c2)cc1	107	116	96	94	87	108	100	101
CC(=O)OC(C(=O)Nc1nncs1)c1ccccc1 (configuration not stated)	.	102	95	108	106	.	99	100
COc1ccc(OC)nn1	89	96	102	105	103	107	109	102
Cc1cc(C)nc(/C=C(\NC(=O)c2ccccc2)c2ccccc2)c1	107	.	94	103	83	100	95	98
Cc1ccc2cnc(N)c(C#Cc3cncc(C(=O)NCCN4CCCCC4)c3)c2c1	98	92	89	110	109	106	99	93
COc1ccc2nc(-c3ccc(Cl)cc3)cc(-c3nnc(SCC(=O)c4ccccc4)n3-c3ccccc3)c2c1	90	101	99	111	95	108	101	104
O=C1C=CC(=O)N1c1n[nH]c2nc3ccccc3cc12	112	102	95	119	94	112	109	104
CCCCCC(/C=N\NC(=S)N/N=C/C(=C/c1ccccc1)CCCCC)=C\c1ccccc1	98	93	61	94	57	81	82	68
O=C(N/N=C/c1ccc([N+](=O)[O-])o1)c1[nH]c2ccc(Br)cc2c1-c1ccccc1	38	23	.	56	6.4*	-12*	-41*	-84*
(more compounds)
SMILES	UACC-257	MALME-3M	LOX IMVI	SK-MEL-28	UACC-62	SK-MEL-2	MDA-MB-435	SK-MEL-5
CCCCCCCCCCCCSSC(=S)OC(C)C	142	97	77	105	87	122	83	94
CC1(C)CC[C@]2(C(N)=O)CC[C@]3(C)C(=CC[C@@H]4[C@@]5(C)C/C(=C/c6cccnc6)C(=O)C(C)(C)[C@@H]5CC[C@]43C)[C@@H]2C1	-55*[100 µM]	-76*[100 µM]	-74*[100 µM]	-60*[100 µM]	-70*[100 µM]	-58*[100 µM]	-35*[100 µM]	-100*[100 µM]
CCOC(=O)C1=C(C)n2nc(CC#N)c(C#N)c2NC1c1cc(Br)ccc1O (configuration not stated)	109	94	90	106	95	116	93	97
COc1ccc(/C=C/C(=O)NC(CO)(CO)CO)cc1	.	92	92	100	.	113	107	104
Brc1ccccc1-c1cn2c(ccc3ccccc32)n1	101	104	83	108	76	85	31	88
Cc1ccccc1NC(=O)/C(=N/N1C(=O)SCC1=S)N1CCOCC1	104	96	95	109	94	107	101	101
C/C=C(\C)C(C(=O)NC1CCCCC1)N(C(=O)C1CCc2cc(F)ccc2O1)c1ccc(F)cc1 (configuration not stated)	99	106	92	.	89	105	103	99
Cc1cc(O)cc(-c2nn(C)cc2-c2cc(N3CCOCC3)nc(-c3cccnc3)n2)c1	61	56	26	47	18	51	3.7*	1.6*

Structures shown so far containing an NH in an aromatic ring (ten):
SMILES	UACC-257	MALME-3M	LOX IMVI	SK-MEL-28	UACC-62	SK-MEL-2	MDA-MB-435	SK-MEL-5
C=CCNC(=S)NNc1cc(=O)[nH]c2ccc(Br)cc12	106	100	97	110	101	108	105	102
Cc1[nH]c(C(=O)N2CCOc3ccc(S(=O)(=O)N4CCOCC4)cc32)c2c1C(=O)CCCC2	85	82	102	101	72	98	84	93
C[C@H]1CNC[C@H]1NC(=O)c1cc2cc(Cl)c(F)c(F)c2[nH]1	81	97	71	103	96	92	98	.
COc1ccc(-c2cc(-c3ccccc3)c(C#N)c(=O)[nH]2)c(OC)c1	116	102	95	111	92	104	102	95
Cc1nc(N)c(N=O)c(=O)[nH]1	101	91	101	110	101	104	111	100
Cc1[nH]n(C(=O)c2ccncc2)c(=O)c1N=Nc1ccc(O)c(C(=O)O)c1	-14*	94	76	109	96	159	126	106
O=C(COc1ccc(NC(=O)Nc2ccc(Cl)c(Cl)c2)cc1)N=Nc1c(O)[nH]c2ccc([N+](=O)[O-])cc12	68	78	.	58	86	49	59	91
Cn1ncc2c(=O)[nH]c(N)nc21	99	118	113	110	100	108	109	107
O=C1C=CC(=O)N1c1n[nH]c2nc3ccccc3cc12	112	102	95	119	94	112	109	104
O=C(N/N=C/c1ccc([N+](=O)[O-])o1)c1[nH]c2ccc(Br)cc2c1-c1ccccc1	38	23	.	56	6.4*	-12*	-41*	-84*

Only MALME-3M, for some of the entries so far:
smiles	MALME-3M
Cc1ccccc1NC(=O)/C(=N/N1C(=O)SCC1=S)N1CCOCC1	96
C/C=C(\C)C(C(=O)NC1CCCCC1)N(C(=O)C1CCc2cc(F)ccc2O1)c1ccc(F)cc1 (configuration not stated)	106
Cc1cc(O)cc(-c2nn(C)cc2-c2cc(N3CCOCC3)nc(-c3cccnc3)n2)c1	56

Compounds as they come. About 12% of those tested had a hit in this group.
